HTT aggregate = qHTS Multiplex Assay to Identify Dual Action Probes in a Cell Model of Huntington: Aggregate Formation (GFP) | Potency, µM (top dose mostly 46.1 µM), without a hit: top-dose activity change, negative = inhibition, hits mostly inhibitors | 1.1% of 220,000 active | PC12 HttQ103-GFP aggregates, Acumen cytometry, 40 h; also: potency is read from the fitted curve at half-maximal effect; % is scaled to controls: 0 for no effect and ±100 for the full control effect; nearly all actives have a fitted effect of over 60% in size
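Compounds (qHTS titration) were added to PC12 cells expressing an ecdysone-driven HTT exon 1 Q103–GFP fusion after induction with 100 nM tebufenozide. Aggregate formation was measured as GFP objects in cell lysates.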
CBFb RUNX1 block = qHTS Assay for Compounds Blocking the Interaction Between CBF-beta and RUNX1 for the Treatment of Acute Myeloid Leukemia; AlphaScreen CBFb-His/RUNX1-biotin binding, biochemical; Potency, µM (titrated, usually from 59.8 µM), without a hit: at the top dose activity, negative = inhibition, most hits filed as inhibitors; 230,000 tested, under 10 active; AID 1477, 2009; Runt-related transcription factor 1 (Homo sapiens) + Core-binding factor subunit beta …; also: % of control where 0% means no effect
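Bead-based AlphaScreen assay; binding partners His-tagged CBF-beta and biotinylated RUNX1 at 30 nM each. Compound exposure 15 min after a 20-min protein preincubation; bead step 90 min; all steps at room temperature.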
Lamin A splicing = qHTS Assay for Modulators of Lamin A Splicing; HeLa LMNA splicing GFP/RFP minigene ratio, 48 h; Potency, µM (doses to about 46.1 µM), inactives show top-dose ratio change, negative = inhibition, most hits filed as inhibitors; 0.01% of 200,000 active; active = well fitted inhibition curve with a large enough effect in the signal ratio, with a control signal flat, not every such curve was filed as active; inconclusive = small, poorly fitted or top-dose-only effect, or effect the other way, or a change in a side signal; the % refers to the signal ratio; also: potency is read from the fitted curve at half-maximal effect; % is scaled to controls: 0 for no effect and ±100 for the full control effect
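S3 HeLa cells stably expressing lamin A-EGFP splicing minigene plus DsRed2, 600 cells/well, 48 h compound exposure at 37C. Laser-scanning cytometry; analysed as GFP (500-530 nm)/RFP (575-640 nm) total intensity ratio; 0.5% DMSO vehicle.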
Epigenetic reg = Quantitative High-Throughput Screen for Regulators of Epigenetic Control | murine LDR cells, GFP reporter derepression, 30 h | Potency, µM (doses to about 53.9 µM), inactives show at the highest dose GFP activation, hits mostly activators | 0.2% of 280,000 active; also: potency is read from the fitted curve at half-maximal effect; % of control where 0% means no effect; nearly all actives have a fitted effect of over 60% in size
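Readout is the number of GFP-expressing murine LDR cells, counted by cytometry following washing. Cells were treated with compound for 30 h at 37 C; the stably integrated CMV-GFP locus is normally silent.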
Luc counter = Counterscreen for Luciferase (Kinase-Glo TM) Inhibition; Luciferin 4-monooxygenase (Photuris pensylvanica), Q27757; Kinase-Glo luciferase, ATP luminescence, 8 min; Potency, µM (titrated, usually from 38.3 µM), for the others: at the top dose activity change, negative = inhibition, hits mostly inhibitors; 0.28% of 200,000 active; AID 1379, 2008; also: potency is read from the fitted curve at half-maximal effect; % is scaled to controls: 0 for no effect and ±100 for the full control effect; nearly all actives have a fitted effect of over 60% in size
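Compound is pinned into ATP-containing buffer (10 uM ATP, imidazole pH 7.2, 7 mM MgCl2). Kinase-Glo luciferase reagent is then added. Light output is recorded following an 8-min room-temperature incubation.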
NPSR antag = qHTS Assay for Antagonists of the Neuropeptide S Receptor: cAMP Signal Transduction. Q6W5P4. CHO-NPSR cells, cAMP TR-FRET, antagonist mode. Potency, µM (doses to about 38.3 µM), inactives show at the highest dose activity change, negative = inhibition, most hits filed as inhibitors. 1% of 220,000 active; also: potency is read from the fitted curve at half-maximal effect; % is scaled to controls: 0 for no effect and ±100 for the full control effect; nearly all actives have a fitted effect of over 50% in size; many of its hits are not listed in these tables
Target sequence (Q6W5P4 whole entry, looked up): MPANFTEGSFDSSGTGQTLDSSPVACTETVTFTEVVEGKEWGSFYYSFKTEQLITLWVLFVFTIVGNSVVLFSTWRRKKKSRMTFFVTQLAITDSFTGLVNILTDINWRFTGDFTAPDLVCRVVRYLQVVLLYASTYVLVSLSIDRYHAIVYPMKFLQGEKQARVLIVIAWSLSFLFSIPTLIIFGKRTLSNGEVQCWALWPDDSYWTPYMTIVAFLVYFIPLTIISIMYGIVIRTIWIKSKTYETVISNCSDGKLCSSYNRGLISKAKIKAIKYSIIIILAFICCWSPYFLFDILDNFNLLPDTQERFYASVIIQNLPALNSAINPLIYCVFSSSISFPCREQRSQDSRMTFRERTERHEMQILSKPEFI
IMPase Li inh = qHTS Assay for Identifying the Cell-Membrane Permeable IMPase Inhibitors: Potentiation with Lithium; CHO-M1 cells, IP1 TR-FRET (IP-One), carbachol + lithium; Potency, µM (highest dose often 59.4 µM), without a hit: at the highest dose activity, negative = IMPase inhibition, most hits filed as inhibitors; 0.35% of 210,000 active;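 also: IP1 builds up when IMPase is blocked and the TR-FRET signal falls; potency is read from the fitted curve at half-maximal effect; plate controls were basal vehicle for no effect and high inhibitor control for full effect; nearly all actives have a fitted effect of over 50% in size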
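CHO-M1, 2000 cells/well, 16–30 h culture; cpd + low Li+, 30 min 37C; lysis with d2-IP1/Eu-anti-IP1 Ab, 10 min RT; TR-FRET 665/620 ratio and 620 channel; AC50 via Hill.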
An asterisk follows results filed as active; ? = inconclusive; . = not tested or not shown; [ ] = another dose, or the depositor's remark. Unless noted, calls follow the shape of the dose curve; as a rule, active = well fitted curve in the direction sought with a large enough effect; inconclusive = small, poorly fitted or top-dose-only effect, or another doubt; inactive = no such curve, though single readings can be large; an effect the other way counts as inactive or inconclusive. Some of the compounds tested. The share of hits here may be higher or lower than overall.

1	COCCNS(=O)(=O)c1ccc(OCC(=O)OC)c(Cl)c1
2	Cc1ccc(NC(=O)N2C(=O)C3(OCCO3)c3ccccc32)cc1
3	O=c1[nH]c(CSc2nnc3ccccn23)nc2ccccc12
4	C=CCNC(=O)/C(C#N)=C/c1ccc(C)o1
5	O=C(CSc1ccc(-c2ccc(F)cc2)nn1)NCc1ccco1
6	O=C(CNC(=O)c1cccs1)c1ccc([N+](=O)[O-])cc1
7	N#Cc1c2c(c(-c3ccccc3)[nH]c1=O)CCCC2
8	O=C(NCc1ccco1)C1CCN(Cc2ccc(F)cc2)CC1

assay / entry | 1 | 2 | 3 | 4 | 5 | 6 | 7 | 8
HTT aggregate | 3.2µM* | -1% | 11% | 25% | -5% | 13% | -23% | 21%
Epigenetic reg | -1.1% | -0.8% | 0.9% | -0.4% | -1.0% | -1.2% | 2.7% | -1.3%
Lamin A splicing | -12% | -2% | 1% | . | -4% | -1% | 6% | 14%
NPSR antag | -13%[46.1 µM] | 6%[46.1 µM] | 12% | -20% | -12%[46.1 µM] | 7% | 7%[7.67 µM] | 0%[46.1 µM]
IMPase Li inh | 16%[38.3 µM] | 0%[38.3 µM] | 11% | -1% | -5% | -1% | -1%[38.3 µM] | -6%[38.3 µM]
CBFb RUNX1 block | 6% | 2% | 1% | 11% | -10% | 7% | 2% | 1%
Luc counter | 0% | -4% | 1% | -3% | 0% | -2% | -3% | -6%

9	Cc1cc(C)c(S(=O)(=O)Cc2ccc(Cl)cc2)c(=O)[nH]1
10	O=C(NC(c1ccccc1)c1ccccc1)c1ccc(=O)[nH]n1
11	Cc1cc2cc(C(c3nnnn3C(C)(C)C)N(Cc3ccco3)CC3CCCO3)c(=O)[nH]c2cc1C (configuration not stated)
12	Cc1cc(Oc2ncccc2[N+](=O)[O-])c2cc(Cl)ccc2n1
13	O=C(NCc1csc(-c2cccs2)n1)C1CCCCC1
14	Cc1ccc(S(=O)(=O)CNC(=S)c2cccc(C)c2)cc1
15	CCN(CC)S(=O)(=O)c1ccc(C2CNC(=O)C2)cc1 (configuration not stated)
16	CCOC(=O)c1cc(CC)sc1/N=C/C1C(=O)CCCC1=O

assay / entry | 9 | 10 | 11 | 12 | 13 | 14 | 15 | 16
HTT aggregate | -3% | ? | 6% | 2%[9.22 µM] | -1%[9.22 µM] | 21% | 1% | 5%
Epigenetic reg | -0.3% | 4.3% | 0.9% | 1.4% | 0.1% | 3.8% | -0.8% | -3.0%
Lamin A splicing | 3%[46 µM] | 11%[46 µM] | 8% | . | . | 7% | -3% | 1%[46 µM]
NPSR antag | 10% | 14% | ? | 11% | 9% | -4%[46.1 µM] | -1%[46.1 µM] | 4%
IMPase Li inh | -8% | 6% | -1%[38.3 µM] | . | . | 26%[38.3 µM] | -2%[38.3 µM] | -4%
CBFb RUNX1 block | -9% | 6% | -6% | -8% | -1% | 3% | 5% | -1%
Luc counter | 0% | 1% | -3% | . | . | -3% | 0% | 2%

17	O=C(CNC1CCCCC1)NN=C(c1ccccc1)c1ccccc1
18	O=[N+]([O-])c1cc(/C=N/O)ccc1Oc1cccc(Cl)c1
19	COc1cc2[nH]c3c(N4CCC(C(N)=O)CC4)ncnc3c2cc1OC
20	CC1=CC=CN2C1=NC(=O)CC2(C)C(=O)N(CC(=O)NC1CCCC1)c1cc(C)cc(C)c1 (configuration not stated)
21	C=CCNc1cnn(-c2ccc(C)cc2)c(=O)c1Sc1ccc(C)cc1
22	O=C1Nc2ccc(Br)cc2/C1=C/C1CC=CCC1 (configuration not stated)
23	FC(F)(F)c1cc(CCN2C(=S)NC[C@@H]2c2ccccc2)cc(C(F)(F)F)c1
24	O=[N+]([O-])c1ccccc1S(=O)(=O)n1nnc2ccccc21
25	O=C(O)c1[nH]c2ccc([N+](=O)[O-])cc2c1-c1ccccc1
26	COc1ccc(-c2cc(C(F)(F)F)nc(SCCC(=O)NCc3ccccc3)n2)cc1

assay / entry | 17 | 18 | 19 | 20 | 21 | 22 | 23 | 24 | 25 | 26
HTT aggregate | 13%[9.22 µM] | -4%[9.22 µM] | -6% | -4% | ? | 19% | 12%[9.22 µM] | 13% | -13%[9.22 µM] | 8%
Epigenetic reg | -0.7%[10.1 µM] | 4.9% | 0.2% | 2.6% | -0.1% | 0.0% | -2.2% | -1.0% | 1.7% | -4.8%
Lamin A splicing | 0%[46 µM] | . | -5% | . | . | . | . | -8% | . | 5%
NPSR antag | -29% | -20% | 4%[46.1 µM] | 2% | -11% | -42% | ? | 17% | 7% | -15%[46.1 µM]
IMPase Li inh | 21% | 19% | -1%[38.3 µM] | -14% | 4% | 8% | . | 2% | . | ?
CBFb RUNX1 block | -1% | -5% | 4% | 0% | 3% | -3% | 18% | -6% | 2% | 0%
Luc counter | -2% | -5% | 0% | 1% | -1% | -3% | . | 3% | . | -4%

Of the compounds above, these have an NH in an aromatic ring.
3	O=c1[nH]c(CSc2nnc3ccccn23)nc2ccccc12
7	N#Cc1c2c(c(-c3ccccc3)[nH]c1=O)CCCC2
9	Cc1cc(C)c(S(=O)(=O)Cc2ccc(Cl)cc2)c(=O)[nH]1
10	O=C(NC(c1ccccc1)c1ccccc1)c1ccc(=O)[nH]n1
11	Cc1cc2cc(C(c3nnnn3C(C)(C)C)N(Cc3ccco3)CC3CCCO3)c(=O)[nH]c2cc1C (configuration not stated)
19	COc1cc2[nH]c3c(N4CCC(C(N)=O)CC4)ncnc3c2cc1OC
25	O=C(O)c1[nH]c2ccc([N+](=O)[O-])cc2c1-c1ccccc1

assay / entry | 3 | 7 | 9 | 10 | 11 | 19 | 25
HTT aggregate | 11% | -23% | -3% | ? | 6% | -6% | -13%[9.22 µM]
Epigenetic reg | 0.9% | 2.7% | -0.3% | 4.3% | 0.9% | 0.2% | 1.7%
Lamin A splicing | 1% | 6% | 3%[46 µM] | 11%[46 µM] | 8% | -5% | .
NPSR antag | 12% | 7%[7.67 µM] | 10% | 14% | ? | 4%[46.1 µM] | 7%
IMPase Li inh | 11% | -1%[38.3 µM] | -8% | 6% | -1%[38.3 µM] | -1%[38.3 µM] | .
CBFb RUNX1 block | 1% | 2% | -9% | 6% | -6% | 4% | 2%
Luc counter | 1% | -3% | 0% | 1% | -3% | 0% | .

Source: PubChem
